D1 antag: Antagonist of Human D 1 Dopamine Receptor: qHTS; D(1A) dopamine receptor (Homo sapiens), P21728; HEK293 TREx D1 cells, calcium flux, dopamine EC80; hits give low values; activity change, negative = inhibition, % at 10 µM; 360,000 tested, 3.2% active; AID 504652, 2011; in the data active means activity change below about -30%; further: on the % scale 0 is the no-effect control and ±100 the full control effect
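Tetracycline-induced HEK293 Trex D1 cells, force-coupled to calcium, dye-loaded; compounds added and read 180 s, then EC80 dopamine added and calcium flux tracked kinetically another 180 s.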
Vif-A3F inh: qHTS for Inhibitors of Vif-A3F Interactions: qHTS | HeLa A3F-eYFP + Vif (tagged APOBEC3F with the HIV-1 protein that degrades it), YFP fluorescence increase | Potency, µM (series often up to 46.1 µM), inactives show top-dose activity, negative = active | 390,000 tested, 0.2% active | AID 602313, 2012; further: potency means the concentration at half of the fitted maximal effect; % of control where 0% means no effect; nearly all actives have a fitted effect of over 65% in size
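Fluorescence increase (Ex 488/Em 500-530) after overnight compound treatment at 37 deg C flags inhibition of Vif-driven A3F-eYFP loss in stable HeLa A3F-eYFP/Vif cells seeded overnight beforehand.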
D1 potentiator: Potentiators of Human D1 Dopamine Receptor: qHTS; HEK293 TREx D1 cells, calcium flux, dopamine EC20 potentiation; potentiation, % at 10 µM; 360,000 tested, 0.036% active; AID 504651, 2011; in the data active means potentiation above about 30%; further: 0% is about no effect
GRP78 ERSR act: qHTS for Inducers of the Endoplasmic Reticulum Stress Response (ERSR) in Human Glioma: qHTS; U87-MG GRP78 promoter luciferase reporter, 16 h; AID 602332, 2012; Potency, µM, inactives show top-dose activation, most hits filed as activators; 420,000 tested, 0.02% active; further: potency means the concentration at half of the fitted maximal effect; series mostly up to about 76 µM; % of control where 0% means no effect; nearly all actives have a fitted effect of over 35% in size
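Stably transfected U87-MG glioma cells carrying a GRP78-based luciferase sensor; 16 h compound incubation. Luminescence end-point read 10 min after Bright-Glo addition at room temperature.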
LDHA block: qHTS assay for inhibitors of human lactate dehydrogenase; purified LDHA, NADH/diaphorase-resazurin fluorescence; hits give low values; activity change, % (values are at about 110 or 230 µM); 480,000 tested, 0.15% active; AID 1347041, 2019; in the data active means activity change below about -30%; inconclusive means mostly about -25% to -30%;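 further: plate controls were DMSO wells for no effect and wells without enzyme for full effect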
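LDH5 2 nM; NADH 0.06 mM, pyruvate 0.2 mM; 200 mM Tris pH 7.4, EDTA, Tween-20; 5 min RT. Detection: diaphorase 0.133 mg/mL + resazurin 37 µM, fluorescence ex540/em590 at 0 and 20 min; normalized to enzyme-free and DMSO wells.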
Vif-APOBEC3G blk: qHTS for Inhibitors of Vif-A3G Interactions: qHTS. DNA dC->dU-editing enzyme APOBEC-3G (Homo sapiens), Q9HC16. HeLa A3G-eYFP + Vif (tagged APOBEC3G with the HIV-1 protein that degrades it), YFP fluorescence, overnight. Potency, µM (highest dose often 46.1 µM), inactives show top-dose activity, negative = active, most hits filed as inhibitors. 410,000 tested, 0.076% active. AID 602310, 2012;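 further: potency means the concentration at half of the fitted maximal effect; on the % scale 0 is the no-effect control and ±100 the full control effect; nearly all actives have a fitted effect of over 60% in size; hits raise eYFP signal because A3G escapes Vif-driven loss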
Target sequence (Q9HC16 whole entry, looked up): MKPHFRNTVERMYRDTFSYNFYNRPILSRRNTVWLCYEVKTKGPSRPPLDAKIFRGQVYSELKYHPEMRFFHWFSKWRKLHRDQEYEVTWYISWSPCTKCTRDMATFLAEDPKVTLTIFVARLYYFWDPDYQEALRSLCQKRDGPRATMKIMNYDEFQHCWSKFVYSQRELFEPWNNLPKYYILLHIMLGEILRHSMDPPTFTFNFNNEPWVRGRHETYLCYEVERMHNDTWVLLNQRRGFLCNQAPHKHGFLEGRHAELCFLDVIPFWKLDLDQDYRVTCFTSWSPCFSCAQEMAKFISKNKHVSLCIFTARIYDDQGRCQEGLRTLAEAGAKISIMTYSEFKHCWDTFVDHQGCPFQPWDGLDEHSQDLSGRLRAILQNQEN
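HeLa cells stably expressing Vif and C-terminally eYFP-tagged A3G, seeded overnight at 37 deg C, then exposed to compound by pintool overnight at 37 deg C. Rise in yellow fluorescence (Ex 488/Em 500-530, Acumen) marks blocked Vif-driven A3G degradation.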
D2 potentiator: HTS Assay for Positive Allosteric Modulators of the Human D2 Dopamine Receptor: Primary Screen for Potentiators | HEK293 T-REx D2, calcium flux, EC20 dopamine potentiation | potentiation, % at 10 µM | 340,000 tested, 0.34% active | AID 485347, 2010;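 active means potentiation over 3 SD above the plate norm, cut at about 30% in these data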; further: 0% is about no effect
Target sequence (P14416 whole entry, looked up): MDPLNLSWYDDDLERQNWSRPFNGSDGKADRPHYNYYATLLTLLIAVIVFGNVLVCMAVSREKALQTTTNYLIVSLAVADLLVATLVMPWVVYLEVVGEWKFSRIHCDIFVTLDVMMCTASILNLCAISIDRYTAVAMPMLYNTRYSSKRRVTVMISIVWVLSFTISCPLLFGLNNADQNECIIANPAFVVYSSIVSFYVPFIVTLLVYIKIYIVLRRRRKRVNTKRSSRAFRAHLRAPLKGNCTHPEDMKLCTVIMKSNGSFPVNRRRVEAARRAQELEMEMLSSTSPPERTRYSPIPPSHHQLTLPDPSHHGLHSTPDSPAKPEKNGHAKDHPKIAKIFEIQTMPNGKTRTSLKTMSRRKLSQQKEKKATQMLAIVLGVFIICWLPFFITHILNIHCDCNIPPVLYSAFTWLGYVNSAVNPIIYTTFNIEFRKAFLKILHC
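Tetracycline-induced Hek293 Trex D2 cells, force-coupled to calcium, loaded with no-wash calcium dye. Compound added with 180 s kinetic read for agonism, then EC20 dopamine and a further 180 s read for potentiation.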
RXFP1 ag: qHTS Assay for Agonists of the Relaxin Receptor RXFP1; Relaxin receptor 1 (Homo sapiens), Q9HBX9; HEK293T-RXFP1 cAMP TR-FRET, 30 min; response scale: percent of porcine relaxin response, buffer zero; Potency, µM (series often up to 57.5 µM), inactives show at the highest dose activation, usual class: activators; 370,000 tested, 0.3% active; AID 2676, 2010; further: potency means the concentration at half of the fitted maximal effect; on the % scale 0 is the no-effect control and ±100 the full control effect; nearly all actives have a fitted effect of over 60% in size; many of its hits are not listed in these tables
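HEK293 cells stably expressing RXFP1, treated 30 min at 37C with compounds plus PDE4 inhibitor Ro 20174; cAMP measured by HTRF TR-FRET. Normalized to buffer and 29 nM porcine relaxin; EC50 by Hill fit.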
D1 ag: Allosteric Agonists of the Human D1 Dopamine Receptor: qHTS; HEK293 T-REx D1 cells, calcium flux, agonist mode; AID 504660, 2011; 360,000 tested, 1% active; D(1A) dopamine receptor (Homo sapiens), P21728; activation, % at 2 µM; in the data active means activation above about 30%; further: 0% is about no effect
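Agonism was scored from calcium flux recorded over 180 s (1 read/s) after pintool compound addition, following a 10-cycle baseline. Cells were inducible force-coupled HEK293 TREx D1, plated overnight at 30 C and loaded with no-wash calcium dye.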
Starred values were filed as active, the others as inactive; ? = inconclusive; nt = not tested or not shown. Unless noted, the call rests on the fitted dose curve; in most records, active means well fitted curve in the direction sought with a large enough effect; inconclusive means small, poorly fitted or top-dose-only effect, or another doubt; inactive means no such curve, though single readings can be large; an effect the other way counts as inactive or inconclusive. These rows are one share of the data, so the mix of outcomes need not match the whole.

SMILES	D1 antag	Vif-A3F inh	D1 potentiator	GRP78 ERSR act	LDHA block	Vif-APOBEC3G blk	D2 potentiator	RXFP1 ag	D1 ag
CC1Oc2ccccc2N(CC(=O)N2CCc3ccccc32)C1=O (configuration not stated)	0	5%	-1	-2%	-7	-2%	-1	-0.7%	1
COc1ccc(N(CC(=O)Nc2ccc3c(c2)OCO3)S(=O)(=O)c2ccc(F)cc2)cc1	-3	0%	-2	2%	12	-7%	-7	-6.5%	10
CCOc1ccc(CN(C)C(=O)c2ccc(=O)[nH]c2)cc1	10	-9%	5	-2%	-8	3%	-13	13%	1
COc1ccccc1CNC(=O)OCc1nccnc1C(=O)Nc1ccc(Br)cn1	-35*	-1%	-1	-1%	-4	-1%	1	0.9%	1
Cc1cccc(OCCCCCn2ccnc2)c1	nt	-5%	nt	0%	-18	1%	nt	0.8%	nt
Cc1ccc2nc(N3CC(=O)Nc4ccccc43)nc(-c3ccccc3)c2c1	-18	?	-7	-3%	-11	-12%	9	2.3%	2
CCN(C(=O)COC(=O)Cc1c[nH]c2ccccc12)c1c(N)n(Cc2ccccc2)c(=O)[nH]c1=O	-1	-7%	-3	1%	-12	0%	-5	0.3%	1
O=C(CNC(=O)c1ccccc1Cl)Nc1ccncc1	25	2%	4	-4%	-7	4%	18	1.5%	3
CC(=O)c1ccc(N2CCN(CC3CCCCC3)CC2)cc1	-13	0%	-8	-4%	-12	2%	28	0.7%	7
COc1ccccc1-c1nc2c(c(SCC(=O)Nc3ccc(C)c(C)c3)n1)Cc1c(CO)cnc(C)c1O2	-1	8%	-2	-1%	-4	-5%	-5	-1.6%	1
O=S(=O)([N-]c1nc2ccccc2nc1-[n+]1ccc(Cc2ccccc2)cc1)c1ccc(Br)s1	-3	?	1	-3%	23	-8%	10	4.3%	3
COc1ccc(N2CC(C(=O)N[C@@H](C)C(=O)NC(C)c3ccccc3)CC2=O)cc1 (some centres not stated)	1	1%	-6	3%	-2	-1%	8	0.6%	2
CN1CCN(C(=O)c2ccc(N(C)S(=O)(=O)c3cccs3)cc2)CC1	17	-14%	1	-4%	-8	-4%	0	0.5%	0
COc1ccc(F)cc1CN1CCN(C(=O)CCC(=O)Nc2nnc(C(C)C)s2)CC1	13	8%	-6	1%	-2	4%	-19	-0.3%	1
Cc1nc(SCC(=O)Nc2ccc(F)cc2)c(C#N)c(C)c1CC(=O)c1ccc(Br)cc1	10	-13%	-1	-1%	-6	?	1	?	2
O=C(CCCCCn1c(=O)[nH]c2ccccc2c1=O)N1CCN(c2cccc(C(F)(F)F)c2)CC1	8	-4%	-1	-2%	-1	-1%	nt	2.2%	1
O=C(COc1ccc(S(=O)(=O)N2CCCC2)cc1Cl)NCc1cccnc1	-5	-14%	1	-1%	-3	0%	10	-1.2%	1
CCS(=O)(=O)Nc1ccc(C2=NN(S(C)(=O)=O)C(c3cccs3)C2)cc1 (configuration not stated)	3	-12%	-1	8%	0	-1%	7	0.2%	5
CC(=O)N1CCN(S(=O)(=O)c2cccc(C(=O)Nc3nc4c(s3)CCCC4)c2)CC1	5	2%	0	-1%	-1	-4%	0	-1.3%	0
COC(=O)c1ccc(CSc2nnc(Nc3cccc(OC)c3)s2)o1	-1	1%	-1	-8%	0	-1%	-6	1.6%	0
Cc1ccc(CNC(=O)c2cnn3c(C)c(Cc4c(F)cccc4Cl)c(C)nc23)cc1	7	-1%	0	-1%	-1	-2%	nt	2.7%	-2
Cc1ccc([C@@H]2C[C@H]3[C@@H](CN2S(=O)(=O)c2ccc(Cl)cc2)C(=O)C[C@@H](c2ccccc2F)N3S(=O)(=O)c2ccc(C)cc2)cc1	nt	-3%	nt	-3%	1	0%	nt	nt	nt
CC(C)(C)NC(=O)c1cnn(-c2ccccc2)c1NC(=O)c1ccccc1	9	-2%	-5	-5%	-7	-3%	1	-0.1%	1
COCOc1ccc(C2CC(=O)c3c(OCOC)cc(OCOC)cc3O2)cc1 (configuration not stated)	nt	-5%	nt	-2%	-2	-2%	nt	nt	nt
O=c1[nH]c(CSc2nc3ccccc3[nH]2)nc2c1cnn2-c1ccccc1	-37*	8%	-6	-4%	-3	2%	0	8.5%	16
COc1cc(CN2CCSCC2)c([N+](=O)[O-])cc1OC	7	-5%	-1	-5%	-4	1%	-6	-0.6%	1
CC(C)NC(=O)N(O)C1N(C(C)C)C(=O)N(Cc2ccc3c(c2)OCO3)C1(C)C (configuration not stated)	7	9%	4	-4%	-7	3%	7	-0.2%	1
C/C(=N\NC(=S)NC1CCCCC1)c1cccc(C(F)(F)F)c1	3	-5%	5	-1%	-7	1%	-28	3.5%	4
CC(C)CC1C(C#N)=C(N)SC(N)=C1C#N	-9	-19%	-3	0%	19	-7%	4	10%	38*
COc1cccc(C2CC(=O)Nc3c2c(=O)nc2c(C)cccn32)c1OC (configuration not stated)	2	5%	2	-2%	0	3%	8	4.3%	6
C[C@H](CO)N1C[C@H](C)[C@@H](CN(C)C(=O)Nc2ccccc2)Oc2ccc(NC(=O)NC3CCCCC3)cc2C1=O	nt	3%	nt	-1%	-8	2%	nt	nt	nt
CC(=O)N1N=C(c2ccc3nccnc3c2)CC1c1ccccc1 (configuration not stated)	10	-1%	-2	-3%	-7	0%	0	2.2%	2
O=[N+]([O-])c1ccc(N(CC2CO2)S(=O)(=O)c2ccccc2)cc1 (configuration not stated)	-1	-11%	-3	3%	-2	-6%	nt	0.9%	0
C=CCn1c(-c2sccc2C)n[nH]c1=S	0	2%	4	0%	-2	-2%	16	4.7%	1
COc1ccc(C)cc1NCc1nnc2n1CCCCC2	9	6%	0	-3%	-2	3%	5	-2.6%	2
CCC(=O)N(Cc1cc2ccccc2[nH]c1=O)C(C)C	-1	-3%	2	-4%	-3	1%	2	0.6%	2
COc1ccc(N2CCN(CC(=O)N3N=CCC3c3ccccc3)CC2)cc1 (configuration not stated)	0	-2%	-1	-3%	-10	2%	-3	0.1%	3
COc1cc(NC(=O)c2ccc(Cl)cc2Cl)ccc1NC(=O)c1cccs1	3	-6%	-4	4%	-12	1%	0	0.0%	6
CC(C)c1ccc(NC2CCCN(C(=O)CN3CCOC3=O)C2)cc1 (configuration not stated)	-7	-18%	1	0%	1	-2%	-11	2.0%	0
CCOC(=O)c1c(C)[nH]c(CCC(=O)Nc2c(Cl)cc(OC)cc2OC)c1C	3	0%	-3	-4%	-7	5%	10	-0.5%	0
CCNC(=S)NN=C1c2ccccc2-c2ccccc21	6	?	-6	-5%	-1	0%	-5	-2.4%	5
CC(C(=O)N1CCCC1)c1ccc([N+](=O)[O-])cc1 (configuration not stated)	0	8%	-5	-6%	-1	1%	7	0.7%	7
CCOC(=O)C1CCCN(C/C(O)=C(\C#N)c2nc(-c3ccccc3)cs2)C1 (configuration not stated)	1	2%	-2	3%	1	0%	0	-0.1%	2
Cc1ccc(-c2nc3ccccn3c2Nc2ccccc2)o1	8	-1%	-10	0%	4	-25%	11	0.3%	0
CCN1CCN(CCCNC(=O)c2cc3c(=O)n(CC)c4ccccc4c3s2)CC1	-6	-4%	-2	-3%	5	4%	-14	4.7%	2
Cc1cc(O)c(C(c2ccc(Cl)cc2)N2CCN(c3ccccc3)CC2)c(=O)n1Cc1ccco1 (configuration not stated)	6	4%	2	-2%	0	0%	2	13%	0
Cc1ccc(S(=O)(=O)NC(CC(=O)OCc2ccccc2)C(=O)OCc2ccccc2)cc1 (configuration not stated)	nt	-13%	nt	-5%	-5	2%	nt	nt	nt
CCOc1ccc(Nc2nc(Cc3nnc(SCC(=O)N(CC)CC)n3C)cs2)cc1	-2	6%	-3	-3%	-7	0%	4	-2.9%	1
O=C1S/C(=C\c2ccc(O)c([N+](=O)[O-])c2)C(=O)N1Cc1cccc([N+](=O)[O-])c1	-9	-3%	-7	-3%	-10	0%	2	1.6%	16
CCCN(C(=O)c1ccc([N+](=O)[O-])c(C)c1)c1c(N)n(Cc2ccccc2)c(=O)[nH]c1=O	-5	9%	nt	-6%	?	0%	9	1.6%	8
O=C(Nc1nc2c(s1)CN(Cc1ccccc1)CC2)C1CCC1	-19	8%	-1	4%	-4	-8%	-2	0.1%	5
N#CCc1ccc(OC(=O)Nc2ccccc2)cc1	-6	-14%	1	-3%	-1	-9%	5	0.3%	4
Cc1nc2nc(N)nn2c(C)c1C/C=C/c1ccccc1	12	0%	1	-4%	-1	-1%	15	6.6%	5
COc1cc2c(cc1OC)C(C(=O)O)C(c1cc(Br)c(O)c(OC)c1)N(C)C2=O (configuration not stated)	-8	nt	1	-1%	4	1%	-7	-1.1%	2

3 of the compounds above, field by field.
SMILES: O=C(CNC(=O)c1ccccc1Cl)Nc1ccncc1
  D1 antag = 25; Vif-A3F inh = 2%; D1 potentiator = 4; GRP78 ERSR act = -4%; LDHA block = -7; Vif-APOBEC3G blk = 4%; D2 potentiator = 18; RXFP1 ag = 1.5%; D1 ag = 3

SMILES: Cc1ccc(CNC(=O)c2cnn3c(C)c(Cc4c(F)cccc4Cl)c(C)nc23)cc1
  D1 antag = 7; Vif-A3F inh = -1%; D1 potentiator = 0; GRP78 ERSR act = -1%; LDHA block = -1; Vif-APOBEC3G blk = -2%; D2 potentiator = nt; RXFP1 ag = 2.7%; D1 ag = -2

SMILES: C=CCn1c(-c2sccc2C)n[nH]c1=S
  D1 antag = 0; Vif-A3F inh = 2%; D1 potentiator = 4; GRP78 ERSR act = 0%; LDHA block = -2; Vif-APOBEC3G blk = -2%; D2 potentiator = 16; RXFP1 ag = 4.7%; D1 ag = 1
